# HDAC3 inhib = inhibitors of human histone deacetylase 3 | inhibition, % at 8.3 µM | recombinant HDAC3, fluorogenic peptide/trypsin coupled, fluorescence | AID 2718 | 320,000 compounds, 0.15% hits | O15379; in the data active means inhibition above about 26%, passing the limit was not always enough; inconclusive means no clear call, values can overlap the other calls
# Target sequence (O15379 whole entry, looked up): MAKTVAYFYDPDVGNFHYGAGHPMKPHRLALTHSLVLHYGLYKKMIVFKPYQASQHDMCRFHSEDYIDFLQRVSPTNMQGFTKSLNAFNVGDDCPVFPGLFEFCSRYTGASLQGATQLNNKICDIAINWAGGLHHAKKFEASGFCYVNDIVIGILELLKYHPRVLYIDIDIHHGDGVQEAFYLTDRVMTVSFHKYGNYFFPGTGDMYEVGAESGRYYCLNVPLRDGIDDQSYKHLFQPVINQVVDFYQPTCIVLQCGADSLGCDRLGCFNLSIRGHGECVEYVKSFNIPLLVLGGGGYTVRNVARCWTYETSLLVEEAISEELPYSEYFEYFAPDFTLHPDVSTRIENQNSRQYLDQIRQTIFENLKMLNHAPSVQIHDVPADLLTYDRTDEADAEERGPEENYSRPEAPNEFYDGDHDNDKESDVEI
# HSF1 inh = HSF1 inhibition. NIH3T3-HGL HSE-luciferase, MG132-induced, luminescence 8 h; hits give low values. 300,000 compounds, 0.77% hits. activity change, negative = inhibition, % at 7.5 µM (by protocol);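 active means more than half of replicate wells show activity change below -50%, luminescence cut by over half; inconclusive means some wells, but at most half, below -50%; inactive means no replicate well below -50%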;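 further: luciferase reports HSF-1 transcriptional activity via heat shock element; 0% = median of DMSO wells and -100% = zero luminescence signal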
# KLF5 inhibitor = suppresses KLF5 promoter-driven expression. inhibition, % at 5 µM. DLD-1 KLF5 promoter-luciferase reporter, luminescence. 290,000 compounds, 0.23% hits;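 active means inhibition above a per-plate limit of that plate's mean compound inhibition plus 3 SD, cut at about 60% in these data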;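 further: 0% = DMSO wells and 100% = LY294002 at 200 µM; higher means less KLF5 promoter-driven luciferase light; inactives centre near -14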
# Platelet DG rel = modulates dense granule release in human platelets. human platelet-rich plasma, SFLLRN dense granule ATP release, luminescence. inhibition, %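 (compounds screened at 7.5 µM in platelet-rich plasma)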. 300,000 compounds, 0.22% hits. AID 1663;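 active means mean replicate score, as percent of positive control, at or above 50; inconclusive means mean below 50 but at least one replicate at or above 50; inactive means mean and every replicate below 50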
# HSF-1 act = increases HSF-1 driven luciferase reporter signal; NIH3T3-HGL HSF-1 luciferase reporter, MG132, 8 h; 100% = twice DMSO control signal; activation, % at 9 µM; 300,000 compounds, 1.7% hits; AID 504408;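 active means mean replicate activation of at least 50% with a set share of replicates each reaching 50%; inconclusive means only one of those two conditions met; inactive means mean below 50% and too few replicates reaching it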;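 further: 0% = median of the neutral control wells and 100% = twice that signal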
# IEC-6 cytotox = kills IEC-6 intestinal cells in KLF5 counter-screen; 290,000 compounds, 0.78% hits; inhibition, % at 5 µM; IEC-6 cytotoxicity, luminescence viability; in the data active means inhibition above about 22%;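 further: 0% = plate median of test compound wells and 100% = cytotoxic reference compound wells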
# AI-2 QS modul = modulates the Vibrio harveyi AI-2 quorum sensing system; 300,000 compounds, 0.4% hits; Vibrio harveyi JMH597 AI-2 luminescence/OD600 ratio, 9 h; hits give low values; strain lacks LuxN and CqsS sensors; 0 = neutral-control median; activity change, % at 7.5 µM; in the data active means activity change below about -75%, passing the limit was not always enough; inconclusive means no clear call, values can overlap the other calls;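 further: luminescence divided by OD600 gain over 9 h not by final OD600 alone; inactives centre near 13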
# HSP90 refold inh = blocks HSP90-mediated luciferase refolding in reticulocyte lysate. AID 1789. 290,000 compounds, 0.91% hits. inhibition, % at 5.6 µM. Rabbit reticulocyte lysate, luciferase refolding luminescence, 3 h;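 active means inhibition above the screen-wide mean plus 3 SD, computed separately per campaign, cut at about 16% in these data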;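 further: 0% = DMSO wells and 100% = 60 µM geldanamycin wells; inhibitors lower the luminescence because luciferase stays unfolded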
# HIF activator = HIF pathway transcriptional activation; U2OS HRE-luciferase reporter, luminescence; normalized: DMSO 0%, desferrioxamine 100%; activation, % at 7.5 µM (by protocol); 300,000 compounds, 0.32% hits; AID 1910;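 active means mean activation of at least 10% of the iron chelator positive control signal, with at least half of replicates also reaching 10%; inconclusive means mean and replicate majority disagree about reaching 10%; inactive means mean and most replicates under 10%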
# aSyn UTR inh = MLPCN primary screen, SNCA 5' untranslated region; inhibition, % (tested at 7.5 µM); 300,000 compounds, 0.82% hits; alpha-synuclein 5'UTR reporter, inhibitor activity; in the data active means inhibition above about 60%; inconclusive means no clear call, values can overlap the other calls;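 further: H4 neuroglioblastoma cells stably carrying SNCA 5'UTR luciferase fusion; 0% = DMSO wells and 100% = positive control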
# An asterisk follows results filed as active; ? = inconclusive; / = not tested or not shown.
SMILES,HDAC3 inhib,HSF1 inh,KLF5 inhibitor,Platelet DG rel,HSF-1 act,IEC-6 cytotox,AI-2 QS modul,HSP90 refold inh,HIF activator,aSyn UTR inh
CN(C)CCCN1C(=O)c2oc3ccccc3c(=O)c2C1c1cccs1 (stereo not drawn),9,-11,-40,-5,-16,-6,-5,1,-0.6,3
CC1(c2nnc(-c3cccc(Cl)c3)o2)CC(c2ccc(Br)cc2)=NO1 (stereo not drawn),2,-1,/,3,-4,/,20,/,0.5,12
O=C1CC(c2ccccc2)=NN1c1nc(-c2ccccc2)cs1,1,9,8,6,10,-9,37,2,1.9,-150
COC(=O)[C@@]12CCCN1[C@H](c1ccc(-c3cccc(Cl)c3)c(OC)c1)[C@H]1C(=O)N(C)C(=O)[C@H]12,5,-39,/,1,-52,/,6,/,0.1,27
CCOC(=O)c1cn2nc(Oc3ccc(C(=O)OC)cc3)ccc2n1,-38,-2,-6,-13,-5,-4,13,-4,0.1,11
O=C(NC1CC1)c1cc2cc(Br)ccc2s1,0,4,-55,3,14,1,10,-2,1.1,-45
Cc1nc(SCc2ccccc2)[nH]c(=O)c1CC(=O)OCC(C)C,0,-5,4,-4,-10,0,7,0,1.0,5
CCOC(=O)C1(CCCc2ccccc2)CCN(C(=O)CSC)CC1,5,23,-9,-1,17,0,15,1,0.1,2
Nc1nc(SCC(=O)Nc2ccc(F)cc2)[nH]c(=O)c1NC(=O)c1ccc(F)c(F)c1,-1,-3,-40,30,0,-3,3,2,-0.4,7
CN(C)c1ccc(/C=N/NC(=O)c2ccc(CN3CCOCC3)cc2)cc1Br,7,-2,10,10,15,-4,27,-4,-0.4,16
Cc1ccc(CNC(=O)C2(C)Oc3ccccc3NC2=O)cc1 (stereo not drawn),-2,1,-52,1,12,-4,32,4,-23,-14
Cc1nn(C)c(C)c1/C=C/C(=O)c1ccccc1,9,0,-64,-1,14,-1,40,-1,2.2,-37
Nc1ccc(C(=O)N/N=C\C=C\c2cccc([N+](=O)[O-])c2)cc1,7,-13,-21,2,-10,4,40,1,-0.1,15
CC(C)CCNC(=O)C1CCCN(S(=O)(=O)c2ccc(F)cc2)C1 (stereo not drawn),-2,-3,-2,-5,8,9,23,0,-0.4,-11
COc1cc(C2C(C#N)=C(N)N(c3ccc(F)cc3)C3=C2S(=O)(=O)CC3)ccc1O (stereo not drawn),-5,-3,-2,5,12,-1,14,3,-0.4,-13
Clc1ccc2c(NCc3ccccc3)ccnc2c1,-11,-14,-11,3,-13,2,-31,-2,1.5,10
Cc1cc(Cl)c(S(=O)(=O)N2CCN(c3ccccn3)CC2)cc1OCC(N)=O,/,2,3,19,-19,8,5,2,-1.6,19
COc1ccc(OC)c(S(=O)(=O)N2CCCCC2C(=O)O)c1 (stereo not drawn),-2,-3,-21,0,-2,2,5,7,-0.1,-7
CC(=O)c1cccc(NC(=O)CSc2nc(=O)n(CCCN3CCOCC3)c3c2CCC3)c1,2,-3,/,9,-1,/,19,/,0.0,-5
O=C(Nc1ccc(NC(=O)C2CC2)nc1)c1cccnc1,4,-2,4,2,-3,-1,4,0,-0.1,-20
COc1cc2c3c(c1OC)C1(C=CC(=NO)C=C1)CC3N(C(C)=O)CC2 (stereo not drawn),-5,11,-9,-1,1,-10,22,-3,-0.3,35
Cc1ccc(OCC(=O)N(c2ccccn2)C2CCCCC2)c(C)c1,-5,-1,-2,-45,-4,11,-20,2,0.4,-14
Cc1occc1C(=O)Nc1ccc2c(c1)OCCO2,1,0,-53,18,-4,6,?,0,1.2,-56
COc1ccc(-n2c(CSc3nc(C)cc(C)n3)nnc2SCC(=O)Nc2nccs2)cc1,-6,-6,-1,-2,26,-1,5,1,-0.4,8
Cc1cnc2c(c1)C(=O)c1ccccc1-2,1,-4,-10,12,11,4,3,9,1.0,-26
O=C(CCc1nc2ccccc2s1)Nc1ccccc1,-2,6,-17,-1,28,-2,-3,1,0.0,-10
COC(=O)c1nn(-c2ccc(-c3ccccc3)cc2)cc1O,-1,24,-47,64*,40,3,-2,13,-1.2,67*
CCCn1c(SC(C)C(=O)NCC2CCCO2)nc2sc(CC)cc2c1=O (stereo not drawn),/,0,-7,-2,3,-4,54,0,-0.1,1
O=C(NC1CC1)C1CCN(C2CCN(C(=O)CSc3ccccc3)CC2)CC1,/,-6,13,6,-5,7,24,11,1.0,-7
Cn1c(N)c(C(=O)c2ccc(Oc3ccccc3)cc2)c(=O)n(C)c1=O,-3,11,-39,-11,46,7,90,-1,-0.1,-14
CN1C2CCC1/C(=C\c1ccc(F)cc1)C(=O)/C2=C/c1ccc(F)cc1,0,24,-36,-39,38,-6,19,2,0.0,-134
Cc1noc(C)c1CSc1nnc(-c2ccccc2)o1,1,18,-1,2,?,2,6,-6,0.7,-20
Brc1csc(C=Nc2ccc3c(c2)OCCOCCOCCOCCO3)c1,2,-3,-32,-7,-4,-5,18,-6,-0.3,1
Cc1ccc(C(=O)C2COC(=O)C2)cc1 (stereo not drawn),-3,-3,-13,2,20,-9,42,2,-0.2,-9
Cc1[nH]n(-c2ccccc2)c(=O)c1C(=O)c1cccc(F)c1,3,5,16,14,11,2,22,0,-0.3,-7
COc1ccccc1Cn1cnc2cccnc21,0,0,-5,-1,9,-3,30,4,-32,-3

# Reprinted from the listing (2 entries):
SMILES,HDAC3 inhib,HSF1 inh,KLF5 inhibitor,Platelet DG rel,HSF-1 act,IEC-6 cytotox,AI-2 QS modul,HSP90 refold inh,HIF activator,aSyn UTR inh
Cc1[nH]n(-c2ccccc2)c(=O)c1C(=O)c1cccc(F)c1,3,5,16,14,11,2,22,0,-0.3,-7
COc1ccccc1Cn1cnc2cccnc21,0,0,-5,-1,9,-3,30,4,-32,-3

# Remaining list, next part:
SMILES,HDAC3 inhib,HSF1 inh,KLF5 inhibitor,Platelet DG rel,HSF-1 act,IEC-6 cytotox,AI-2 QS modul,HSP90 refold inh,HIF activator,aSyn UTR inh
CCn1nc(NC(=O)c2cccs2)c2cc3ccccc3nc21,1,-4,-29,3,-9,0,12,-2,0.4,19
CN(CCCOc1ccccc1F)Cc1ccccc1,-4,-1,-26,10,-14,-6,9,-6,0.7,-21
Cc1nc2ccccc2cc1C(=O)N/N=C/c1cccs1,6,-3,-30,9,15,0,8,5,1.0,19
COc1ccc(N2C(=S)N=C(Nc3cccc(C)c3)C23CCCCC3)cc1,2,-17,-6,-14,-28,2,30,2,0.2,13
CCCCNC(=O)C1CCN(C/C(C)=C/c2ccccc2)CC1,2,-4,14,3,-5,6,15,2,-0.1,30
CCN(CC)c1ccc(NC(=O)COC(=O)CCC(=O)c2ccc(F)cc2)cc1,-3,-11,-12,2,-28,-1,15,-2,-1.7,1
O=C(O)c1ccccc1-c1ccccc1C(=O)Nc1cccc(Br)c1,4,-2,-38,-2,-7,0,9,3,0.0,10
Cc1[nH]c2ccccc2c1C(c1ccccn1)c1c(C)[nH]c2ccccc12,9,7,-25,-3,15,-2,26,-1,-30,-11
COc1ccc(CCNC(=O)C2CCCN(S(C)(=O)=O)C2)cc1OC (stereo not drawn),6,0,-19,-3,-3,-1,-292*,-1,-0.3,-9
Cc1cc(N2CCN(C)CC2)n2cc(-c3ccc(F)cc3)nc2n1,-39,-7,4,-1,8,-1,28,-1,-0.3,-2
O=C(/C=C/c1ccc([N+](=O)[O-])cc1)NCCc1ccccc1,1,2,4,1,-2,2,10,5,-0.3,22
COc1cc(N/C(N)=N/c2nc(C)cc(C)n2)c(OC)cc1Cl,-3,/,-28,3,/,1,6,3,0.1,-19
Cc1cc(C)c(NC(=O)CN(c2ccccc2)S(=O)(=O)N(C)C)c(C)c1,-7,/,-45,-3,/,-10,12,-6,/,/
Cc1cccc(C(=O)NCCCNC(=O)c2ccco2)c1,-6,-7,-29,7,-18,1,15,-5,2.8,15
COC(=O)c1ccc(NC(=O)CSc2nnc(-c3ccncc3)n2C)cc1,-6,-2,-9,2,12,-2,12,0,0.2,-5
COc1ccc(-c2cc(C(=O)Nc3c(C)nn(Cc4ccccc4)c3C)no2)cc1,0,8,-22,3,1,-4,10,1,-0.8,-2
CN(C)S(=O)(=O)NCCNc1ccc(C(F)(F)F)cc1[N+](=O)[O-],6,3,-7,0,-12,-2,9,1,1.3,-6
CCOC(=O)c1sc(C)c2c1NC(c1ccc(N(C)C)cc1)NC2=O (stereo not drawn),-6,11,-15,14,42,-8,11,-1,-0.3,7
Nc1ncc(Br)cc1Br,/,/,-1,-1,/,-3,31,1,/,0
O=C(NCCN1CCCCC1)Nc1cccc(F)c1,-8,-2,14,3,-9,9,0,16*,0.0,-25
CN(C)c1ccc(/C=C(\C#N)c2ccccn2)cc1,3,39,69*,33,39,10,1,66*,-1.4,102*
Nc1nc2ccccc2n1/N=C/c1cccnc1,-10,0,0,-4,1,2,-5,7,2.1,-38
Oc1[nH]c2ccccc2c1C1=NCCCC1,16,-10,1,7,-7,2,23,3,0.2,-11
CC(=O)Oc1ccc(NC(=O)Cc2ccccc2)cc1,5,6,-36,32,-10,2,17,-2,0.2,6
Cn1cccc1/C=N/N1CCN(Cc2ccccc2)CC1,8,2,9,3,5,-4,5,0,-0.1,-8
COCCNC(=O)Nc1ccc2nc(-c3cccs3)c(-c3cccs3)nc2c1,4,-2,8,-2,8,-2,-5,0,0.3,5
Cc1ccc(/C=C/C(=O)Nc2nnc(SCc3ccc(C#N)cc3)s2)o1,1,3,-6,-3,4,0,33,-3,0.4,-28
Cc1cccc(NC(=O)/C(C#N)=C/c2ccc(F)cc2)n1,2,-29,-10,-3,-39,5,-5,2,-0.1,-10
CNC(=O)c1nc(C)c(C2(C)CC(c3cccc([N+](=O)[O-])c3)=NO2)s1 (stereo not drawn),3,0,/,4,-14,/,1,/,-0.3,9
Nc1ccccc1C(=O)NNc1c2ccccc2nc2ccccc12,9,13,-58,8,13,5,21,2,1.9,-52
O=C(Nc1ccc(Oc2ncnc3cc(Cl)ccc23)nc1)c1cccs1,3,2,5,7,18,-8,30,-2,-1.7,53
CCn1c(=O)c2cc(C(=O)N3CCN(C)CC3)sc2c2ccccc21,-28,4,-4,-4,-7,6,5,1,-0.1,-25
CC(C)C(NC(=O)c1ccco1)C(=O)NCc1ccc(C(=O)O)cc1 (stereo not drawn),-2,-5,9,-16,-13,3,17,-3,0.3,-5
CC(=O)N1CCN(C(=O)CCN(c2ccccc2)S(=O)(=O)c2ccc(C)cc2)CC1,1,-8,/,-2,5,/,25,/,-0.7,0
Cc1ccc(-n2nc3c(c2NC(=O)/C=C\c2ccc4c(c2)OCO4)CSC3)c(C)c1,2,-10,13,10,-4,-1,16,1,0.2,24
CCOC(=O)CSc1nc(C(C)C)nc2sc(C)c(C)c12,3,-3,10,7,16,5,9,2,-0.2,-26
Cc1ccc(S(=O)(=O)Nc2cc(C)c(O)cc2C)cc1,2,11,-11,1,0,-2,23,-2,-0.4,-7
O=C(Nc1ccc(Nc2ccccc2)cc1)C1CC1,-2,1,-35,1,28,0,-64,1,0.7,-36
COc1ccc(O)c(CN2CCCC(N3CCN(c4ccc(F)cc4)CC3)C2)c1 (stereo not drawn),4,-12,-31,-6,-16,3,14,0,1.5,2

# High-throughput results deposited in PubChem BioAssay by several laboratories.
